Growth percent in the NCI-60 one-dose screen (48 h, 10 µM unless noted): 100 = growth as untreated, 0 = no growth, -100 = all killed.
MOLT-4 = MOLT-4 leukemia cells; 80,000 tested, 6.9% active
MDA-MB-435 = MDA-MB-435 melanoma | 82,000 tested, 7.8% active | AID 1794794
K-562 = K-562 leukemia | 78,000 tested, 7.4% active
MDA-MB-231 = MDA-MB-231 breast cancer; AID 1794789; 81,000 tested, 5% active
SR = SR leukemia cells; 73,000 tested, 8.7% active; AID 1794780
RPMI-8226 = RPMI-8226 leukemia cells. 77,000 tested, 7.5% active
MDA-MB-468 = MDA-MB-468 breast cancer; 78,000 tested, 8.5% active; AID 2202374
CCRF-CEM = CCRF-CEM leukemia; 77,000 tested, 7% active
The depositor's hits bear a star; · = not tested or not shown; & = joins results of further samples; [ ] = another dose, or the depositor's remark. How the source made its calls: active means growth percent below 10; inactive means the rest.

structure,MOLT-4,MDA-MB-435,K-562,MDA-MB-231,SR,RPMI-8226,MDA-MB-468,CCRF-CEM
CC(C)(C)C(=O)/C=c1/[nH]c(=O)/c(=C/c2ccc(O)cc2)s1,·,85,·,89,·,101,101,105
CCOC(=O)C(=CNC(=S)Nc1c(CC)cccc1C(C)(C)C)C(=O)OCC,94,104,92,111,90,108,107,110
COc1ccc(-c2nc(N/N=C/c3ccc(OC)c(O)c3)nc(N3CCOCC3)c2C#N)cc1,68,97,90,87,45,76,90,79
COc1ccc(/C=c2\nc3n(-c4ccccc4)c4nnc(NN)n4n-3c2=O)cc1,90,105,86,88,98,102,108,101
CCc1c(C(=O)N[C@@H]2c3cc(Cl)ccc3CC[C@H]2O)[nH]c(C)c1C(C)=O,43,64,38,57,49,48,77,32
COc1ccc(/C=C/C(=O)c2nnn(-c3ccc(C(=O)O)cc3)c2C)cc1,99,103,89,98,91,105,92,96
O=C(CN1C(=O)S/C(=C\c2ccc(Cl)cc2)C1=O)Nc1ccc(C(=O)/C=C/c2cc3ccccc3nc2Cl)cc1,80,99,65,92,93,75,91,72
CCNCc1c(-c2cccc(OC(F)(F)F)c2)[nH]c2ccc(N3CCCC3)cc2c1=O,18,·,6.8*,20,9.1*,·,37,7.6*
C[N+]1(C2CC3CCC2C3=O)CCOCC1 (configuration not stated),99,99,99,114,99,100,102,94
C=CCSc1ccc(C)cc1,97,103,105,103,111,114,102,95
CC(=O)C1(c2ccccc2)Oc2ccccc2-n2c(C#N)c3ccccc3c2C1=O (configuration not stated),85,57,56,81,67,84,102,95
O=C(CSc1nc(-c2ccccc2)cn1-c1ccc(Cl)cc1)c1ccc(Cl)cc1,72,104,72,96,93,95,111,92
CCOc1ccc(N2C(=O)C(=O)C(C#N)(c3nc4ccccc4o3)C(=O)C2=O)cc1,111,112,112,102,129,108,105,109
c1ccc(-c2onc3ccc(-n4nncc4C4CCCO4)cc23)cc1 (configuration not stated),96,103,·,103,89,96,105,94
FC(F)(F)c1cc(-c2ccc(C3Nc4ccccc4-n4cccc43)o2)cc(C(F)(F)F)c1 (configuration not stated),82,71,81,80,69,94,34,84
O=[N+]([O-])c1cc2c(cc1Br)C1C(C3C2C(Cl)(Cl)C(Cl)=C(Cl)C3(Cl)Cl)C(Cl)(Cl)C(Cl)=C(Cl)C1(Cl)Cl (configuration not stated),95,103,105,108,80,88,96,87
N#Cc1c(-c2ccccc2)nc(SCc2nc3cc(Cl)c(Cl)cc3[nH]2)[nH]c1=O,102,108,103,107,95,119,120,107
Cc1cccc(C)c1NC(=O)NCc1ccco1,118,103,110,123,109,120,98,132
CCOC(=O)c1nc2c(Cl)cc(Cl)cn2c1C(=O)c1ccc(Br)cc1,82,96,91,51,95,99,98,92
O=S(=O)(c1ccc(NCn2ccnc2)cc1)c1ccc(NCn2ccnc2)cc1,98,108,102,112,103,92,119,91
CC1(C)CC(=O)C(C(N)=O)C(=O)C1,89,104,98,124,79,105,118,106
OC1(Cc2ccccc2)CCNCC1,·,109,105,107,·,·,·,116
CC(c1cccs1)N(C)Cc1nc(N)c2ccccc2n1 (configuration not stated),100,102,89,77,89,86,·,87
C=C(C)COc1ccc(Br)cc1,124,123,118,114,127,107,123,109
CCN1C(=O)N(CC)C2C1NN=c1s/c(=C\c3ccccc3)c(=O)n12 (configuration not stated),11,-25*,8.8*,2.9*,15,12,23,6.0*
NC(=O)c1n[nH]c(=S)[nH]c1=O,110,103,108,131,·,104,106,109
O=C1OC(=O)c2c1cc1ccccc1c2-c1ccccc1,100,112,106,·,95,·,108,104
CCCCC1CCC(=O)O1 (configuration not stated),104,111,113,109,·,109,112,110
C[C@@]1([N+](=O)[O-])CC2C=CC1C2 (some centres not stated),101,100,103,106,103,104,101,·
Cc1cc(=O)cc(S)[nH]1,101,100,99,111,97,98,96,96
NC1N=C(SCC(=O)N2CCN(c3cc4c(cc3F)c(=O)c(C(=O)O)cn4C3CC3)CC2)NC(=O)/C1=C/c1ccc(Br)cc1 (configuration not stated),108,104,105,107,111,99,100,111
CC(=O)Nc1cc(N2CCOCC2)c2nc(NC(=O)c3[nH]c(C)c(Cl)c3Cl)sc2c1,65,59,81,62,29,55,48,74
COc1ccc(/C=C/C(=O)c2c(OC)cc(OC)c(OC)c2O)cc1,84,59,71,82,39,88,61,74
N=C(N)NCCC[C@@H]1NC(=O)c2ccc(nc2)-c2ccc(cn2)NC(=O)CCNC(=O)[C@H](CCCNC(=N)N)NC(=O)[C@H](CCCNC(=N)N)NC(=O)[C@H](CCCNC(=N)N)NC(=O)c2ccc(nc2)-c2ccc(cn2)NC(=O)CCNC(=O)[C@H](CCCNC(=N)N)NC(=O)[C@H](CCCNC(=N)N)NC1=O,·,97[5 µM],94[5 µM],81[5 µM],·,84[5 µM],102[5 µM],92[5 µM]
O=c1c(F)cn(Cc2ccccc2CCl)c(=O)n1Cc1ccccc1CCl,-40*,-67*,-6.7*,-19*,-57*,-49*,·,-43*
CC(C)c1ccc(CNCC(O)c2ccccc2)cc1 (configuration not stated),95,105,97,92,81,96,105,85
COC(=O)[C@@H]1[C@H]2C[C@H]3c4[nH]c5cc(OC)ccc5c4CCN3C[C@@H]2C[C@H](OC(=O)/C=C/c2ccnc(OC)c2)[C@H]1OC,76,98,99,-55*,73,70,77,94
O=C(O)COc1cccc2ccccc12,96,119,103,111,101,100,106,98
CCOc1ccc2nc(N(Cc3ccncc3)C(C)=O)sc2c1,88,99,97,89,90,99,100,95
O=[N+]([O-])c1ccc(-c2cc(-c3ccc(Nc4nc(Nc5ccc(Cl)cc5)nc(Nc5ccc(Cl)cc5)n4)cc3)no2)cc1,-20*,103,66,73,14,35,·,·
O=C(O)c1cccc2cccc(-c3c4ccc(=O)c(O)c-4oc4c(O)c(O)ccc34)c12,82,100,71,83,84,123,·,95
O=C(O)CCCC1CCCc2ccccc21 (configuration not stated),111,101,117,103,101,99,113,107
COc1ccc(C2CCN(Cc3ccccc3)CCO2)cc1 (configuration not stated),92,108,87,109,89,94,103,90
Nc1nc(/C=C\c2ccccc2)cc(-c2cc(/C=C\c3ccccc3)nc(N)n2)n1,119,106,98,·,·,115,107,113
COc1cccc(/C=C2/CCCC/C(=C\c3cccc(OC)c3OC)C2=O)c1OC,90,95,91,103,84,90,86,90
COc1ccc2c(c1)oc1c3[nH]c4ccccc4c3c3c(c21)C(=O)NC3=O,106,85,91,85,·,91,31,86
COc1cc(CNC(=O)/C=C/c2ccccc2)ccc1OCc1cn(-c2ccc(C#N)cc2)nn1,92,95,76,89,82,·,103,97
C#C[C@@]1(O)[C@@H](CO)O[C@@H](n2cc(C(F)(F)F)c3c(N)ncnc32)[C@@H]1O,-8.7*,15,5.4*,14,-6.2*,-34*,-56*,5.1*
COc1ccc(N/N=C(\C#N)C(=O)Nc2cc(-c3ccccc3)nn2-c2ccccc2)cc1,42,73,39,79,81,43,15,39
COc1ccc(C2(C)C(C#N)C(=O)NC(=O)C2C#N)cc1 (configuration not stated),86,100,80,·,88,97,124,101

Next section:
structure,MOLT-4,MDA-MB-435,K-562,MDA-MB-231,SR,RPMI-8226,MDA-MB-468,CCRF-CEM
O=S(=O)(NCCCNc1cc(-c2c(-c3cccc(O)c3)nc3sccn23)ccn1)c1cccc(Cl)c1,15,27,25,74,·,5.2*,37,23
COc1cccc(OCCC#N)c1,93,117,101,118,97,100,110,91
Cc1ncc(-c2cc3ccccc3o2)c(NC2CCCCCC2)n1,82,105,81,111,98,100,111,·
Cc1cc(NS(=O)(=O)c2ccc(-c3cnc(C4CC4)o3)cc2)ccc1Cl,18,0.6*,10,34,·,25,-6.6*,14
COC(=O)[C@@H]1C(=O)[C@H](C)CC2[C@@]3(C)CC[C@H](O)C(C)(C)C3CC[C@]21C (some centres not stated),87,109,89,97,98,103,99,99
Cc1cnc(NC2CCC(=O)N2)s1 (configuration not stated),96,105,91,110,93,114,117,102
O=C(NCCNC(=O)c1ccccc1)c1ccccc1,105,102,113,99,·,82,·,111
CCc1cccc(C)c1NC(=O)c1sc2nc3c(cc2c1N)C(=O)CCC3,18,-27*,8.6*,31,2.2*,9.6*,33,9.8*
CC1=NN(C)C(=O)C1,·,115,·,101,·,104,101,102
CCn1cc(CNc2ccc(C(=O)Nc3ccc4ccccc4c3)cc2)c(C)n1,15,26,60,84,46,·,25,·
NC(=S)Nc1ccccc1Cl,105,98,105,·,107,101,92,93
N#Cc1ccccc1C#N,89,112,117,113,90,106,98,101
CN1C(=O)C(C(=O)/C=C/c2ccccc2C(=O)O)C(=O)N(C)C1=O,97,101,90,109,98,·,102,92
COc1cc2c(c(OC)c1OC)C(=O)CC(c1cccc(C(=O)Nc3ccc(C#N)cc3)c1)O2 (configuration not stated),20,63,42,73,41,30,59,25
COC(=O)[C@H](Cc1ccc(O)cc1)NC(=O)[C@@H](OC)[C@@H]1Cc2cc3cc(OC4CC(OC5CC(O)C(O)C(C)O5)C(O)C(C)O4)c(C)c(O)c3c(O)c2C(=O)[C@H]1OC1CC(OC2CC(OC3CC(C)(O)C(O)C(C)O3)C(O)C(C)O2)C(O)C(C)O1 (some centres not stated),-1.8*,-27*,7.3*,20,9.7*,-5.6*,-26*,11
CCN1C(=O)N(CC)C2C1NN=c1s/c(=C3\C(=O)N(CC(C)(C)C)c4ccccc43)c(=O)n12 (configuration not stated),16,-21*,4.9*,26,6.5*,37,18,10
CCc1ccc(NC(=O)N[C@@H](Cc2cccc(C)c2)C(=O)N[C@@H]2C(=O)N3CCC[C@H]3C(=O)N3CCCC[C@H]3C(=O)N[C@@H](CO)C(=O)N3C[C@H](C)C[C@H]3C(=O)O[C@H]2C)c(F)c1,42,17,27,34,35,19,-14*,37
COC1=CC2C=C(C3N(c4ccccc4)NC(=O)[C@@H]4CCCN34)C(=O)NC2C=C1 (some centres not stated),124,97,93,111,105,110,114,113
COc1ccccc1C(C[N+](=O)[O-])c1c[nH]c2ccccc12 (configuration not stated),81,18,23,72,34,77,51,79
Cc1nc2ncccc2c(=O)n1-c1ccc(S(=O)(=O)Nc2nccs2)cc1,103,107,112,91,110,117,95,110
NS(=O)(=O)N(c1cc(C(F)(F)F)cc(C(F)(F)F)c1)C1CCN(Cc2ccc(C(F)(F)F)cc2)CC1,20,-60*,21,19,-6.8*,32,-43*,24
O=C(c1ccc(I)cc1)N1CCN(C(=O)c2ccc(I)cc2)CC1,105,107,107,110,111,104,111,105
Cc1ccc(Cl)c(S(N)(=O)=O)c1,103,110,100,125,101,122,·,·
Nc1ccc(S(=O)(=O)c2ccc(Br)cc2)cc1,98,·,92,98,104,·,103,107
C[C@]12CC[C@@H]3c4ccc(OCC(=O)O)cc4CC[C@H]3[C@@H]1CCC2=O,86,116,79,101,89,121,113,116
CCOC(=O)c1[nH]cc2c1CCc1sc(Nc3ccccn3)nc1-2,55,86,60,82,57,45,47,-2.4*
CC(N=C1Nc2ccc(Br)cc2S(=O)(=O)N1)c1ccccc1 (configuration not stated),98,103,101,103,96,93,86,94
COc1cc2nc(-c3ccc(C)cc3)cc(OCCCNCC3CCCO3)c2cc1OC (configuration not stated),72,54,44,59,41,24,69,73
NNC(=O)c1cc(-c2ccccc2)nc2ccccc12,92,103&103,109&98,93&99,88&111,88&95,102&100,82&90
COc1ccc(-n2nc(C)c3c(Nc4ccc(NC(=O)Nc5cc(C(F)(F)F)ccc5F)cc4)ncnc32)cc1,39,53,6.9*,-10.0*,28,4.8*,30,38
COc1cc(C)c2c(c1OC)Cc1c(C)cc(OC)c(OC)c1C2,74,99,53,94,59,45,·,81
CC(C)c1sc(NC(=O)c2cc(NC(=O)c3cc(NC(=O)c4nccn4C)cn3C)cn2C)nc1C(=O)NCCCN(C)C,66,71,31,86,18,104,65,19
Cc1ccnc(NS(=O)(=O)c2ccc(NC(=O)CSc3nc4ccccc4c(=O)n3-c3ccccc3)cc2)n1,126,101,105,95,92,103,101,91
O=C1C=CC(=O)N1c1ccc(I)cc1Cl,128,·,114,107,110,93,·,86
Cc1[nH]c(-c2cccc(C(N)=O)c2)c2c1C(=O)CCCC2,80,73,76,84,70,70,84,94
COc1cc(C2CC(c3ccc(Nc4nc(Nc5ccc(F)cc5)nc(Nc5ccc(Cl)cc5)n4)cc3)=NN2C(C)=O)cc(OC)c1OC (configuration not stated),4.3*,96,44,78,45,19,·,28

One compound at a time, as listed above:
Results for Cc1[nH]c(-c2cccc(C(N)=O)c2)c2c1C(=O)CCCC2 : MOLT-4 = 80; MDA-MB-435 = 73; K-562 = 76; MDA-MB-231 = 84; SR = 70; RPMI-8226 = 70; MDA-MB-468 = 84; CCRF-CEM = 94
Results for Cc1ccnc(NS(=O)(=O)c2ccc(NC(=O)CSc3nc4ccccc4c(=O)n3-c3ccccc3)cc2)n1 : MOLT-4 = 126; MDA-MB-435 = 101; K-562 = 105; MDA-MB-231 = 95; SR = 92; RPMI-8226 = 103; MDA-MB-468 = 101; CCRF-CEM = 91
Results for CCOC(=O)c1[nH]cc2c1CCc1sc(Nc3ccccn3)nc1-2 : MOLT-4 = 55; MDA-MB-435 = 86; K-562 = 60; MDA-MB-231 = 82; SR = 57; RPMI-8226 = 45; MDA-MB-468 = 47; CCRF-CEM = -2.4*
